Screening results (PubChem)
Statin myotox sup: suppressors of statin myotoxicity in C2C12 myotubes, primary screen, cell-based, single point, plate reader; C2C12 myotubes + simvastatin, ATP luminescence, 48 h; scaled: DMSO 0, geranylgeraniol control 100; rescue of ATP level, % at 7.49 µM; hit rate 0.78% among 330,000; AID 602340, 2012;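 active = mean ATP rescue above about 67%, or every replicate alone reaching that limit, limit read from the data, passing the limit was not always enough; inconclusive = no clear call, values can overlap the other calls; inactive = mean under the limit and some replicate under it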;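 also: myotubes were challenged with 10 µM simvastatin during compound exposure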
Cneo AK release: Cryptococcus neoformans cell lysis inducers, primary screen, AK release luminescence, single concentration; lysis activity, % at 15 µM; hit rate 0.2% among 360,000; C. neoformans lysis, adenylate kinase release luminescence, 4 h; normalised: neutral wells 0, clomiphene wells 100;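 active = mean lysis activity across replicates of at least 80%, whatever share of replicates individually reach that level; inactive = mean lysis activity below 80%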
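Assay system: log-phase C. neoformans yeast / Quantity: yeast cell density of 5 × 10^6 cells/mL / Medium: fresh YPD growth medium / Compound: single dose / Timing: static 4 h at 37 °C with compound, 1 h detection / Measured by: adenylate kinase release luminescence / Read-out: lysis from increased AK signal / Benchmarks: Clomiphene as positive lysis control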
PAX8 inh HTS: inhibitors of PAX8-driven TPO luciferase reporter, primary screen, RMG-I cells, single concentration; SteadyGlo, 24 h; inhibition, % at 12.6 µM; hit rate 1.2% among 360,000;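 active = mean replicate inhibition at least 60% with every replicate also reaching 60%; inconclusive = only one of the two criteria is met; inactive = mean below 60% and not all replicates reaching 60%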;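 also: luciferase light reporting Pax8 driven TPO promoter activity; plate controls were median of neutral control wells for no effect and mitoxantrone controls for full effect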
LGR2 inh: inhibitors of bursicon-induced LGR2 CRE-luciferase signal, primary screen, cell-based, HEK293, CRE-luciferase reporter, bursicon stimulation; inhibition, % at 9.99 µM; bursicon-stimulated, 4 h; hit rate 0.35% among 380,000;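 active = drop in luminescence signal, shown as inhibition above about 50% in the replicate tests, limit read from the data, passing the limit was not always enough; inconclusive = probably only some replicates passing the limit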;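 also: agonist challenge used bursicon conditioned medium at about half maximal strength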
ARNT-TACC3 inh: disruptors of ARNT/TACC3 protein interaction, primary screen, biochemical, AlphaScreen, single concentration. Transforming acidic coiled-coil-containing protein 3 (Homo sapiens), Q9Y6A5. AlphaScreen His-ARNT PAS-B/GST-TACC3 binding, luminescence; TACC3 fragment carries E629A point mutation. inhibition, % at 9.99 µM. hit rate 0.66% among 390,000. AID 623870, 2012;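 active = mean inhibition of replicates at least 50% and at least half of replicates each reaching 50%; inconclusive = half or more replicates reach 50% but mean below 50%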;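 also: 0% = complete ARNT plus TACC3 wells and 100% = ARNT alone without TACC3; many hits fall short of the cut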
PglD DTNB: C. jejuni PglD acetyltransferase inhibitors, primary screen, biochemical, DTNB colorimetric, single point. UDP-N-acetylbacillosamine N-acetyltransferase PglD (Campylobacter jejuni). purified PglD enzyme, DTNB colorimetric CoA detection. inhibition, % at 12.5 µM. hit rate 0.098% among 360,000; in the data active = inhibition above about 16%, passing the limit was not always enough; inconclusive = no clear call, values can overlap the other calls; also: strong numbers were not always called active
PGC1a acetyl inh: inhibitors of PGC1a acetylation signal, primary screen, cell-based, U2OS, AlphaScreen, inhibitor mode; AlphaScreen anti-acetyl-lysine; with virally co-expressed GCN5 acetyltransferase; inhibition, % at 15.6 µM; hit rate 0.17% among 350,000; AID 651687, 2012;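 active = every replicate shows inhibition of at least 40%; inconclusive = mean inhibition at least 40% but some replicate below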;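 also: 0% = neutral control wells and 100% = positive control wells; some results beyond the cut were filed as inactive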
GSIS activator: GLuc luminescence reporter in INS-1E cells, primary screen for activators of glucose-dependent secretion of insulin; INS-1E GLuc reporter insulin secretion, 2-3 h; activation, % at 16.6 µM; hit rate 0.61% among 370,000; AID 743287, 2014;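 active = lowest replicate activation of at least 40%, so every replicate reaches that level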;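 also: 0% = median of neutral control wells and 100% = median of IBMX positive control wells; some compounds called inactive have numbers as strong as hits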
Starred values were filed as active, the others as inactive; ? = inconclusive; . = not tested or not shown; & = joins results of further samples; ! = a repeat was not active.

SMILES	Statin myotox sup	Cneo AK release	PAX8 inh HTS	LGR2 inh	ARNT-TACC3 inh	PglD DTNB	PGC1a acetyl inh	GSIS activator
C[C@@H]1CN([C@@H](C)CO)S(=O)(=O)c2ccc(Br)cc2O[C@@H]1CN(C)C(=O)CN(C)C	7	-4	.	-1	-6	-2	-4	21
O=c1onc(-c2ccccc2)n1-c1cc(Cl)cc(Cl)c1	.	1	3	-1	.	2	-6	.
O=C(C[C@@H]1C[C@@H]2c3cc(NC(=O)CC4CC4)ccc3O[C@@H]2[C@@H](CO)O1)NCc1ccc(Cl)cc1	2	-3	9	14	12	-2	-3	8
O=C(CCC1COc2ccccc2O1)NCC1COc2ccccc2O1 (stereo unspecified)	4	-1	.	.	18	9	-42	.
COc1ccc(CNCc2c(C(=O)N(C)C)nc3ccc(Cl)cn23)c(OC)c1	-3	1	-18	15	-7	-2	-1	-1
O=[N+]([O-])c1cc(C(F)(F)F)cc([N+](=O)[O-])c1NCCNC(=S)Nc1ccc(Cl)c(Cl)c1	.	1	29	29	4	0	6	0
COc1cccc(NS(=O)(=O)c2cn(C)c(=O)n(C)c2=O)c1	5	-2	-15	-29	.	1	.	.
Fc1ccc(CSc2ccc(-c3ccco3)nn2)cc1	.	-8	131*	15	.	-1	.	-3
CCCNC(=O)Nc1ccc2c(c1)C(=O)N(C)C[C@H](OC)[C@@H](C)CN(CCC(F)(F)F)[C@@H](C)CO2	-4	.	.	6	.	.	1	-16
O=C(COC(=O)[C@@H]1CCCN1S(=O)(=O)c1ccccc1F)Nc1ccc(OC(F)F)cc1	0	0	4	-18	-4	2	-2	-11
O=C(CC1SC(=Nc2ccccc2)N(CCO)C1=O)Nc1ccccc1 (stereo unspecified)	.	.	8	-5	24	.	.	1
CCOc1ccc(N(C(=O)Nc2ccccc2)C2=NCCC2)cc1	-1	-4	.	.	-2	2	?	.
C[C@@H]1CN([C@@H](C)CO)C(=O)CCCn2nncc2CO[C@H]1CN(C)Cc1ccc(Oc2ccccc2)cc1	3&38	0&-1	-1&12	17&-1	0	4&3	5&-1	-26
COc1cccc(-c2ccc3n(c2=O)C[C@@H]2[C@@H](CO)[C@H](C(=O)N4CCCCC4)N[C@H]32)c1	16	-3	.	-12	.	3	.	3
Cc1cccc(N2CCN(C(=O)c3c(Cl)cnn3C)CC2)c1C	-9	-2	20	21	0	-3	7	0
O=C(CC1C(=O)NCCN1Cc1ccc(Cl)c(F)c1)NC1CCCCC1 (stereo unspecified)	3	3	13	-2	-2	3	.	-16
O=C(O)C1CCC(NSc2ccccc2[N+](=O)[O-])CC1 (stereo unspecified)	.	.	9	9	5	.	-17	.
Cc1cc(C(=O)N2CCCC(C(=O)c3cccc(C(F)(F)F)c3)C2)n[nH]1 (stereo unspecified)	3	0	-5	5	14	1	1	-10
CCCCCCOc1ccc(N2C(=O)CC(NCc3ccc(S(N)(=O)=O)cc3)C2=O)cc1 (stereo unspecified)	.	-4	14	-6	-6	-12	-14	-3
C[C@@H]1CCCCO[C@@H](CN(C)S(=O)(=O)c2cn(C)cn2)[C@@H](C)CN([C@@H](C)CO)C(=O)c2cc(NC(=O)CCC(F)(F)F)ccc2O1	19	-2	-11	-8	-10	-2	.	18
O=C(NCc1ccc2c(c1)OCO2)C1CCCN(S(=O)(=O)c2cccc3cccnc23)C1 (stereo unspecified)	18	1	14	-8	7	-2	-12	5
COc1ccc(C(C(=O)NC2CCCC2)N(C(=O)c2snc(C(N)=O)c2N)c2cccc(O)c2)cc1 (stereo unspecified)	-7	2	.	.	6	3	6	.
Cc1ccc(/C=C2\SC(=S)N(CCCC(=O)Nc3cccc(C(=O)O)c3)C2=O)cc1	-4	-4	10	-18	0	-2	-5	-19
CN(C)C(=S)Nc1ccc(Br)c(Cl)c1	22	.	18	24	-1	.	?	-2
C1=C(c2ccccc2)CCN(c2nc3ccccc3n3cnnc23)C1	-18	0	19	24	1	0	1	1
CCC(=O)NS(=O)(=O)c1cccnc1Nc1ccc(Cl)cc1	?	-2	.	.	-10	-3	7	.
COc1ccc(NC(=O)Nc2ccc3c(c2)CC(=O)N([C@@H](C)CO)C[C@H](C)[C@H](CN(C)Cc2ccc(Cl)c(Cl)c2)O3)cc1	-60	3	22	-1	-3	-3	-1	-42
O=C(O)c1cc2c(cc1NC(=O)c1c(F)cccc1Cl)OCCCO2	-5	2	-16	0	7	-8	10	-5
CCOc1ccc(C(=O)NCC(c2cccs2)N(C)C)cc1 (stereo unspecified)	.	.	1	-7	-6	.	.	1
O=C(C[C@@H]1CC[C@@H]2[C@H](COC[C@H](O)CN2Cc2nccs2)O1)NCc1ccccc1F	-11	5	-37	0	0	1	-4	5
C[C@@H]1CN([C@H](C)CO)C(=O)c2cc(NC(=O)c3ccncc3)ccc2O[C@@H](C)CCCCO[C@H]1CN(C)S(=O)(=O)c1cn(C)cn1	.	0	-2	-16	-7	-1	-5	-3
COc1ccc2c3c([nH]c2c1)[C@@H](CO)N(CC1CC1)CC31CCN(C(=O)Nc2cccc(F)c2)CC1	.	.	6	10	.	.	-4	-12
CC(C)C#Cc1ccc2c(c1)O[C@@H](CN(C)C(=O)c1cnccn1)[C@H](C)CN([C@@H](C)CO)S2(=O)=O	-33	5	.	9	-1	3	-3	28
N#C[C@H]1[C@@H](c2ccccc2)[C@H](CO)N1C(=O)C1CCCC1	20	2	21	-1	7	0	0	13
CCOc1ccc(C(C)=O)cc1CC(C(N)=O)C(N)=O	-3	-1	.	.	-11	-2	9	.
COc1ccc(CN2C(=O)C(CC(=O)NCCCCc3ccccc3)CC(C(=O)N(C(C)C)C(C)C)=C2C)cc1 (stereo unspecified)	-7	4	23	17	.	0	0	-29
CC1(C(=O)O)CCC(C(=O)NCCc2ccccc2)C1(C)C (stereo unspecified)	.	2	.	.	-1	12	-2	.
O=S(=O)(Nc1ccc(C(O)(C(F)(F)F)C(F)(F)F)cc1)c1cccc2cccnc12	6	1	-17	-14	.	2	-27	-18
COc1ccc(NC(=O)N(C)C[C@@H]2Oc3ccc(NC(=O)c4ccncc4)cc3C(=O)N([C@@H](C)CO)C[C@H]2C)cc1	-17	0	4	-8	-12	0	-32	12
Cc1ccc(NC(=S)Nc2cc(-c3ccccc3)[nH]n2)cc1Cl	-6	2	5	-13	-5	6	.	0
COC(=O)Cc1c(O)ccn(Cc2cccc(C(F)(F)F)c2)c1=O	1	0	-5	.	-50	1	.	-2
C/C(=N\OC(=O)C1CC1)C1CC1c1ccc(F)cc1 (stereo unspecified)	3	3	0	-16	-1	8	-3	0
Cc1ccc(S(=O)(=O)NC2CC3CCC2C3)cc1 (stereo unspecified)	.	0	5	8	.	-6	-25	-20
Cc1ccc2cc(C#N)c(NCc3ccco3)nc2c1	.	-1	-12	.	-1	1	.	2
O=C(Cc1ccccn1)N1CC(=O)N2[C@@H](CO)[C@@H](c3ccc(-c4ccc(F)cc4)cc3)[C@@H]2C1	.	.	-2	-1	.	.	-4	4
Cc1ccnn1CC(=O)N/N=C/c1cn[nH]c1-c1ccccc1	.	.	4	0	-4	.	.	-4
CCOP(=O)(OCC)C(NC(=O)C(F)(F)F)c1ccccc1 (stereo unspecified)	.	.	-5	-5	-3	.	.	12
CC1=C(NCCc2ccccc2)CCC1=O	13	7	.	.	-17	-5	9	.
C[C@@H]1CCCCO[C@@H](CN(C)S(=O)(=O)c2ccccc2)[C@@H](C)CN([C@H](C)CO)C(=O)c2cc(NC(=O)Nc3ccccc3)ccc2O1	.	40	-6	6	-5	0	12	17
C[C@H](CO)N1C[C@H](C)[C@H](CN(C)Cc2cncnc2)Oc2cc(Br)ccc2S1(=O)=O	-4&-14	-2&-4	-1	14	-2	1&4	-15&-12	26
Cc1noc(C)c1S(=O)(=O)Nc1ccc2c(c1)C(=O)N([C@@H](C)CO)C[C@@H](C)[C@@H](CN(C)S(=O)(=O)c1cccs1)OCCCC[C@@H](C)O2	-11	56	0	10	0	0	-7	-7
COC(=O)c1ccccc1NC(=O)CSCC(=O)Nc1ccccc1OC	4	-1	-7	.	-7	4	-8	.
CCCOn1c(-n2nc(C)cc2C)nc2ccccc2c1=O	-6	7	.	.	-10	6	.	.
CC(C)[C@H](NC(N)=O)C(=O)Nc1ccc(F)c(Cl)c1	.	.	8	2	-25	.	.	-17
Cc1ccccc1CN1CCC(Oc2ccc(C(=O)N3CCCC3)cc2)CC1	-6	-1	11	-1	6	-1	-26	36
CCOC(=O)C1(C(F)(F)F)N=C(N(C)C)OC(N(C)C)=N1	-7	0	.	.	-3	.	2	.
CCOC(=O)CSC1=C(C#N)C(c2ccccc2C)C2=C(CCCC2=O)N1 (stereo unspecified)	-4	0	.	.	.	-1	-5	.
Cc1nnc(SCC(=O)N2CCC(c3noc4ccc(F)cc34)CC2)s1	8	-2	.	21	-22	6	57*	7
COc1cc2c(C#N)c(N3CCCC3)nc(N)c2c(N)n1	-5	-4	-20&-13	3&-8	34*!	6	0&12	8
CC(C)(C)C1(C)OC(C(=O)NC2CCCCC2)C(C(=O)NC2CCCCC2)O1 (stereo unspecified)	-16	0	.	14	1	1	-14	8

Marked active in PGC1a acetyl inh, among the entries above:
smiles,LGR2 inh,ARNT-TACC3 inh,PglD DTNB,PGC1a acetyl inh,GSIS activator
Cc1nnc(SCC(=O)N2CCC(c3noc4ccc(F)cc34)CC2)s1,21,-22,6,57*,7

(next part)
SMILES	Statin myotox sup	Cneo AK release	PAX8 inh HTS	LGR2 inh	ARNT-TACC3 inh	PglD DTNB	PGC1a acetyl inh	GSIS activator
CCc1nnc(NS(=O)(=O)c2ccc(NC(=O)c3cccc(OC(F)(F)C(F)F)c3)cc2)s1	4	13	5	-8	12	5	13	.
COc1ccc(CN(C)C[C@@H]2Oc3ccc(NC(=O)Cc4ccccc4)cc3C(=O)N([C@H](C)CO)C[C@@H]2C)cc1	-12	1	0	-3	-2	7	-1	10
O=C(CSc1nnc(Cc2cccs2)n1-c1ccccc1)Nc1ccc2c(c1)OCCO2	1	-1	.	4	.	5	-6	8
O=S(=O)(c1c(F)cccc1F)N1CCN(Cc2c(O)ccc3ccccc23)CC1	-5	0	51	18	3	-4	-8	.
CCC1CN(C(=O)NCc2ccc(C)cc2)c2ccccc2O1 (stereo unspecified)	-1	3	18	-1	9	4	-3	-6
CC(C)Nc1nc(NNc2nc(Cl)nc(NC(C)(C)C)n2)nc(NC(C)C)n1	.	-1	9	28	.	-2	13	8
COCCNC(=O)CN(C(=O)Cn1nnc2ccccc21)c1ccccc1C	.	.	5	-12	-17	.	.	3
O=S(=O)(Nc1ccc2c(c1)OCCO2)c1cccc(F)c1	10	5	-6	-24	-6	5	.	-10
C[C@@H]1CN([C@H](C)CO)C(=O)c2cccc(NC(=O)c3nc4ccccc4s3)c2O[C@H]1CN(C)Cc1ccc(C(=O)Nc2ccccc2N)cc1	30	-2	.	3	17	-2	-13	11

No enrichment for hits; about 2.9% have a hit in one of these screens.
